Screens as filed in PubChem.
Glioma ERSR ind – ER stress response induction in glioma | U87-MG GRP78 promoter luciferase reporter, 16 h | Potency, µM, without a hit: at the top dose activation, most hits filed as activators | 420,000 compounds, 0.02% hits; also: potency is read from the fitted curve at half-maximal effect; series mostly up to about 76 µM; % of control where 0% means no effect; nearly all actives have a fitted effect of over 35% in size
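ERSR induction read as luciferase luminescence (Bright-Glo, 10 min at room temperature) in stably transfected human U87-MG glioma cells exposed to compounds for 16 h, using GRP78 as sensor.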
Vif-A3G inh – blocks the Vif interaction with human APOBEC3G; HeLa A3G-eYFP + Vif (tagged APOBEC3G with the HIV-1 protein that degrades it), YFP fluorescence, overnight; Potency, µM (series often up to 46.1 µM), for inactives: at the top dose activity, negative = active, most hits filed as inhibitors; 410,000 compounds, 0.076% hits; AID 602310;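 also: potency is read from the fitted curve at half-maximal effect; % is scaled to controls: 0 for no effect and ±100 for the full control effect; nearly all actives have a fitted effect of over 60% in size; hits raise eYFP signal because A3G escapes Vif-driven loss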
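HeLa cells stably expressing Vif and C-terminally eYFP-tagged A3G, seeded overnight at 37 deg C, then exposed to compound by pintool overnight at 37 deg C. Rise in yellow fluorescence (Ex 488/Em 500-530, Acumen) marks blocked Vif-driven A3G degradation.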
RGS4 inhibitor – inhibitors of human regulator of G protein signaling 4; AID 504845; Transcreener GDP fluorescence polarization, RGS4-accelerated GTP hydrolysis; Potency, µM (doses to about 114 µM), inactives show at the highest dose activity change, negative = inhibition, hits mostly inhibitors; P49798; 390,000 compounds, 0.039% hits; also: potency is read from the fitted curve at half-maximal effect; % is scaled to controls: 0 for no effect and ±100 for the full control effect; nearly all actives have a fitted effect of over 75% in size; some results filed as inactive show a strong effect at the top dose
Target sequence (P49798 whole entry, looked up): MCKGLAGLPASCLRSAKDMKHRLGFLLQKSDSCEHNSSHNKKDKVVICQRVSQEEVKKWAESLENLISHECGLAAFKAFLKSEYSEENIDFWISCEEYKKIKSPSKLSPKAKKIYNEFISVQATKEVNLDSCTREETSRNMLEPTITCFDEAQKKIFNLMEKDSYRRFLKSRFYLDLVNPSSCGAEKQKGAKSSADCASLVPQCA
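MLSMR compounds (23 nl, pin-transferred) preincubated 10 min at room temperature with a 500nM (2x) first reagent, then RGS4 at 900nM (2x) plus Transcreener GDP mix added; fluorescence polarization (620/688 nm) read before and after 90 min at 30 °C.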
D2 agonist – D2 dopamine receptor (human) agonism; P14416; HEK293 T-REx D2 cells, calcium flux agonist mode; activation, % at 2 µM; 340,000 compounds, 0.53% hits;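 active = activation over 3 SD above normal in the single-dose calcium agonist read, cut at about 30% in these data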; also: 0% is about no effect
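Agonism is scored from calcium flux in a force-coupled, inducible HEK293 cell line expressing D2, read kinetically for 180 s after compound addition against dopamine controls.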
Vif-A3F inh – inhibitors of Vif-A3F interaction | Potency, µM (top dose mostly 46.1 µM), for the others: at the highest dose activity, negative = active | 390,000 compounds, 0.2% hits | HeLa A3F-eYFP + Vif (tagged APOBEC3F with the HIV-1 protein that degrades it), YFP fluorescence increase; also: potency is read from the fitted curve at half-maximal effect; % of control where 0% means no effect; nearly all actives have a fitted effect of over 65% in size
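Fluorescence increase (Ex 488/Em 500-530) after overnight compound treatment at 37 deg C flags inhibition of Vif-driven A3F-eYFP loss in stable HeLa A3F-eYFP/Vif cells seeded overnight beforehand.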
D2 antag – antagonists of human D2 dopamine receptor; 340,000 compounds, 2% hits; HEK293 TREx D2 cells, calcium flux, dopamine EC80; P14416; AID 485344; inhibition, % at 10 µM; in the data active = inhibition above about 30%; also: 0% is about no effect
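Dopamine at EC80 is the agonist stimulus; test compounds precede it by 180 s. Calcium flux read kinetically in a force-coupled, inducible HEK293 T-REx D2 cell line.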
12-LOX inh – inhibitors of human 12S-lipoxygenase ALOX12; P18054; purified 12hLO, xylenol orange hydroperoxide absorbance; AID 1671190; Potency, µM (top dose mostly 108 µM), inactives show top-dose activity change, negative = inhibition, usual class: inhibitors; 580,000 compounds, 1.1% hits; also: potency is read from the fitted curve at half-maximal effect; % is scaled to controls: 0 for no effect and ±100 for the full control effect
Target sequence (P18054 whole entry, looked up): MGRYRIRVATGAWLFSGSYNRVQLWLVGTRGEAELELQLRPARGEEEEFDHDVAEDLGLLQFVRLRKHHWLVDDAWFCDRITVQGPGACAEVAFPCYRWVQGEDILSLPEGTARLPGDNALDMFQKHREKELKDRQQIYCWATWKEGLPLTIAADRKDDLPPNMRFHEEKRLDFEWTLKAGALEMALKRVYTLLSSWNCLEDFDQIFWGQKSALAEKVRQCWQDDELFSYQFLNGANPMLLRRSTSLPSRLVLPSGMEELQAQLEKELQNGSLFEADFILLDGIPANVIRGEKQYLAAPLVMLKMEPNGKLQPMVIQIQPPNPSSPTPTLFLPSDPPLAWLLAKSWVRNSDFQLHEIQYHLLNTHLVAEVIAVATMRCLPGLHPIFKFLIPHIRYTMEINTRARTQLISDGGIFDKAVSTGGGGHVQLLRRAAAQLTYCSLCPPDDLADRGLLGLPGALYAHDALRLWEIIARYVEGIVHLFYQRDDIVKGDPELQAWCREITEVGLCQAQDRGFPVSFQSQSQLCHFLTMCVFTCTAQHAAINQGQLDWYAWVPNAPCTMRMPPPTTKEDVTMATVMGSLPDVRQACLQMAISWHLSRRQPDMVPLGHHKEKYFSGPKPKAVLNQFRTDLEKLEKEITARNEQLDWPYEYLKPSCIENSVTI
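Hydroperoxide product was detected by ferrous iron/xylenol orange as the 573 to 405 nm absorbance ratio. Arachidonic acid at 40 uM (final) was turned over for 30 min at room temperature by 150 nM human 12hLO, pH 7.0 Hepes buffer, after 15 min compound preincubation.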
ERG-DNA inh – blocks human ERG Ets domain binding to DNA. P11308. fluorescence polarization, His-ERG Ets domain / labelled DNA. Potency, µM (doses to about 76.9 µM), inactives show top-dose FP activity, negative = inhibition, hits mostly inhibitors. 370,000 compounds, 0.028% hits; active = well fitted inhibition curve with a large enough effect in the polarisation, with a control signal flat; inconclusive = small, poorly fitted or top-dose-only effect, or effect the other way, or a change in a side signal; inactive = no such curve, though single readings can be large or run the other way; the % refers to the polarisation;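 also: polarization taken with two DNA probes labelled with fluorescein and Texas red; potency is read from the fitted curve at half-maximal effect; % of control where 0% means no effect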
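His-tagged ERG Ets domain (1 uM in the protein solution; 300mM KCl, 50mM Tris-HCl, 1mM EDTA, 1mM DTT, pH 7.5) received compound, then a probe mix of 5 nM fluorescein-DNA and 100nM Texas-615-DNA. Fluorescence polarization was read for both dyes.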
LDHA block – inhibitors of human lactate dehydrogenase A; P00338; purified LDHA, NADH/diaphorase-resazurin fluorescence; hits give low values; activity change, % (values are at about 110 or 230 µM); 480,000 compounds, 0.15% hits; AID 1347041; in the data active = activity change below about -30%; inconclusive = mostly about -25% to -30%;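 also: plate controls were DMSO wells for no effect and wells without enzyme for full effect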
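Human LDH5 at 2 nM final in Tris HCl pH 7.4 with 0.06 mM NADH and 0.2 mM pyruvate, reacted 5 minutes at room temperature. Remaining NADH coupled via diaphorase/resazurin; resorufin fluorescence read at 0 and 20 minutes, normalized to enzyme-free and DMSO wells.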
The depositor's hits bear a star; ? = inconclusive; . = no result given; & = joins results of further samples; [ ] = dose if it differs, or a comment. Unless noted, calls follow the shape of the dose curve; as a rule, active = well fitted curve in the direction sought with a large enough effect; inconclusive = small, poorly fitted or top-dose-only effect, or another doubt; inactive = no such curve, though single readings can be large; an effect the other way counts as inactive or inconclusive. Some of the compounds tested; the hit share may differ from the screen's.

Values run as follows: Glioma ERSR ind	Vif-A3G inh	RGS4 inhibitor	D2 agonist	Vif-A3F inh	D2 antag	12-LOX inh	ERG-DNA inh	LDHA block
> COc1ccc(/C=C/C(=O)OCc2csc(-c3ccccc3)n2)cc1OC
→ -5%	0%	7%	0.9	-9%	-2	-20%	-4%	-6
> Cc1nn(-c2ccccc2)c2c1C(c1ccc(F)cc1F)C(C#N)=C(N)O2 (centres undefined)
→ -2%	0%	-38%	0.1	0%	-17	-1%	-3%	1
> CCOc1ccc(N=c2oc3cc(O)ccc3cc2C(=O)NCC2CCCO2)cc1 (centres undefined)
→ -2%	-1%	5%	-0.4	-8%	-12	-20%	10%	-6
> Cc1ccc(NC(=O)CC(=O)c2ccc([N+](=O)[O-])cc2)cc1S(=O)(=O)Nc1cccc(Cl)c1
→ -2%	1%	18%[11.4 µM]	0.3	-1%	8	-11%	0%	-9
> Cc1c(C#N)c(N)nc2c3c(sc12)NC(=O)CC3c1ccc(F)cc1 (centres undefined)
→ 1%	0%	-34%	-0.2	4%	22	61%&4%[activator]	2%	17&1
> CC(C)OCCCNC(=O)c1ccc(C2SCC(=O)N2Cc2ccco2)cc1 (centres undefined)
→ -2%	-6%	-20%	.	-4%	.	-11%	3%	0
> CC(=O)NCCCOc1ccc([N+](=O)[O-])cc1Cl
→ -2%	2%	10%	1.0	-5%	-18	60%[activator]	-5%	0
> CC(=O)Nc1ccc(S(=O)(=O)N2CCCCC2c2cccnc2)cc1 (centres undefined)
→ -4%	2%	6%	-1.3	3%	-4	0%	3%	-1
> CCCNC(=O)CCC(=O)N1Cc2cccc(OC)c2Oc2ncccc21
→ 0%	0%	-4%	0.9	0%	.	-5%	-1%	-1
> NC(=O)CSc1nnc(-c2ccc(S(=O)(=O)N3CCCC3)cc2)o1
→ -1%	2%	-17%	-1.2	1%	-7	14%	.	-2
> CC1C(=O)N(Cc2cn(Cc3ccco3)nn2)CCS(=O)(=O)N1Cc1ccc(-c2cccc(N(C)C)c2)cc1 (centres undefined)
→ -2%	1%	.	.	-4%	.	0%	.	7
> CCCC(c1nnnn1CS(=O)(=O)c1ccc(C)cc1)N1CCC(C(N)=O)CC1 (centres undefined)
→ -4%	-1%	3%	-1.8	12%	-5	-25%	-5%	-2
> CCOC(=O)c1c(NC(=O)c2ccc(C)cc2)sc2c1CCCCC2
→ -1%	-5%	-11%	.	-4%	.	-15%	2%	-9
> O=C(Nc1ccccc1)c1cn(CCBr)cn1
→ -12%	2%	46%	.	-7%	.	?	-1%	-1
> CC(C)OCCCN1CC(=O)N2[C@@H](Cc3c([nH]c4ccccc34)C2(C)C)C1=O
→ -5%	0%	-1%	0.3	3%	3	0%	-6%	0
> CCc1ccccc1NC(=O)C1=CN2CCS(=O)(=O)N=C2C=C1
→ 2%	1%	-12%	0.2	-13%	-10	8%	-16%	-6
> CC(C)Sc1nc2c(c(=O)n(C)c(=O)n2C)n1C
→ 2%	-1%	17%	-0.3	3%	-9	-18%	.	0
> Cc1cc(C)cc(NC(=O)c2ccc(CN3CCc4ccccc4C3)cc2)c1
→ 0%	-4%	8%	-0.6	9%	-27	0%	11%	-5
> O=C(Nc1c(O)c2ccccc2oc1=O)c1cccc(F)c1
→ -5%	-5%	3%	.	-17%	.	2%	5%	-4
> COc1ccc(N(Cc2cc3cccc(C)c3[nH]c2=O)C(=O)C2CCCO2)cc1 (centres undefined)
→ -3%	-1%	15%	-0.5	4%	-9	34%[activator]	2%	2
> Cc1[nH]n(-c2ccccc2)c(=O)c1C=Nc1cnc2ccccc2c1
→ 3%	-1%	-18%	-0.3	-1%	10	8%	14%	-1
> FC(F)(F)c1cccc(-c2cc3ccccc3nc2N2CCCC2)c1
→ -1%	-5%	-25%	0.4	0%	-6	?	1%	-2
> Oc1c(C=C2N=c3ccccc3=N2)sc(=S)n1-c1ccccc1
→ -6%	-8%	3%	-1.2	-9%	-3	-24%	-8%	-5
> O=C(Nc1nc2c(s1)CCCC2)C1CCCN1C(=O)c1cccs1 (centres undefined)
→ -4%	0%	-4%	-0.6	-3%	4	-26%	-1%	-5
> COc1cccc(N2CCN(S(=O)(=O)c3ccc(CN4C(=O)c5cccnc5C4=O)cc3)CC2)c1
→ -5%	3%	-14%[56.9 µM]	0.5	-5%	-6	-2%	0%	0
> CCN(CC)CCCNc1oc(-c2ccc(OC)cc2)nc1C#N
→ -1%	4%	8%	-0.2	3%	.	55%&-3%[activator]	1%	1&-7
> COc1cc(NC(=O)CCc2nnc3ccc(N4CCN(c5cccc(OC)c5)CC4)nn23)cc(OC)c1
→ -4%	-3%	0%	0.2	-6%	2	0%	14%	-1
> CNC(=O)C1CCN(S(=O)(=O)c2c(C)noc2/C=C/c2cccc(OC)c2)CC1
→ -3%	0%	-16%	-0.6	1%	-20	52%	-10%	-3
> CSc1nnc(Cc2ccc3c(c2)OCO3)o1
→ -1%	-1%	-1%	.	-5%	.	0%	4%	-6
> CCN(CC)S(=O)(=O)c1ccc(Cl)c(C(=O)NC2CCCC2)c1
→ -4%	6%	-27%	0.2	7%	3	0%	13%	-4
> CCOc1ccc(-n2c(SCC(=O)NC3CCS(=O)(=O)C3)nnc2-c2cccnc2)cc1 (centres undefined)
→ -3%	-1%	12%	0.2	13%	10	-7%	-1%	-10
> O=C(OCC(=O)N1CCc2ccccc21)c1ccc([N+](=O)[O-])o1
→ -2%	1%	-13%	.	5%	.	?	12%	4
> CCOC(=O)Cc1nnc(NC(=O)CSc2ccccc2)s1
→ 3%	-1%	5%	-0.3	-1%	-10	-35%	1%	-1
> N/C(=N\OS(=O)(=O)c1cc(Cl)ccc1Cl)c1ccncc1
→ 3%	2%	20%	.	-4%	.	-50%	-2%	0
> COc1ccc(CCNC(=O)c2cc(C)nc3c2c(C)nn3-c2ccccc2)cc1OC
→ 0%	1%	-13%	1.1	8%	.	-24%	-1%	-3
> O=C(c1ccc2c(c1)N(Cc1ccccc1F)C(=O)c1ccccc1S2(=O)=O)N1CCN(c2ccccc2F)CC1
→ -1%	3%	-19%	2.1	2%	.	-14%	3%	-10
> CCOC(=O)Cn1c2c(c(=N)c3ccccc31)CCC2
→ -1%	0%	-2%	.	4%	.	8%	-5%	3
> COc1ccc(-c2csc(Nc3ccccn3)n2)cc1OC
→ -5%	-1%	-41%	0.3	6%	-1	?	19%	4&-3
> O=C(Cc1ccccc1)NCC1CCCO1 (centres undefined)
→ -2%	5%	-1%	0.7	-4%	7	16%	2%	-5
> CCOc1ccccc1C(=O)N(CCC(=O)OC)c1ccccn1
→ -2%	-1%	-41%	-0.3	4%	5	-17%	-1%	0
> COc1ccc(Br)cc1-c1nc(CCl)cs1
→ -3%	-1%	-12%	0.0	1%	12	?	-2%	-2
> c1ccc(COc2ccc(OCCCN3CCCCC3)cc2)cc1
→ -9%	0%	7%	1.0	-11%	28	-17%	5%	-23
> CCOC(=O)c1csc(CCNC(=O)c2ccccc2)n1
→ 0%	-4%	.	.	4%	.	-3%	.	-4
> O=C(C/C(=N\NC(=O)c1ccccc1Br)C(F)(F)F)c1cccs1
→ -1%	-8%	-35%	.	10%	.	9%	.	-7
> CCOc1ccc(N2C(=O)C3CCCN3C2=O)cc1 (centres undefined)
→ 0%	-1%	-16%[11.4 µM]	0.2	-1%	8	-1%	3%	-1
> Cn1c(CCN2CCN(c3ccccn3)CC2)nc2cc(NC(=O)COc3ccccc3)ccc21
→ -2%	2%	-12%	-0.8	-14%	47*	-7%	7%	0
> COCCCN1C(=O)C(O)=C(C(=O)c2ccco2)C1c1ccccc1 (centres undefined)
→ -3%	0%	4%	-0.4	-2%	-11	?	1%	5
> CCOC(=O)Nc1sc2c(c1C#N)CCCC2
→ 9%	-5%	-5%	-0.5	-15%	9	?	-13%	-2
> O=C(N/N=C/c1ccc(Cl)c(Cl)c1)c1ccc2nc[nH]c2c1
→ -1%	?	8%	0.3	-2%	19	-9%	10%	-7
> CN(C)c1cccc(N(C)C)c1CNC(=O)C(C)(C)C
→ -2%	0%	-15%	-0.3	14%	1	108%[activator]	0%	3

Compound profiles, as listed above. Order of screens: Glioma ERSR ind	Vif-A3G inh	RGS4 inhibitor	D2 agonist	Vif-A3F inh	D2 antag	12-LOX inh	ERG-DNA inh	LDHA block
CCOc1ccc(N=c2oc3cc(O)ccc3cc2C(=O)NCC2CCCO2)cc1 (centres undefined) is entered as -2%	-1%	5%	-0.4	-8%	-12	-20%	10%	-6
CC(=O)NCCCOc1ccc([N+](=O)[O-])cc1Cl is entered as -2%	2%	10%	1.0	-5%	-18	60%[activator]	-5%	0
